PLAP inhibition – PLAP enzyme inhibitors, biochemical, luminescence, HTS (AID 690). purified PLAP, luminescent substrate; higher % means a stronger effect. 96,000 tested, 0.08% active. inhibition, % at 20 µM, or IC50 in µM where a hit was titrated; in the data active = a potency from the dose series; inactive = the rest, 99 in 100 with inhibition below about 30%; note: strong numbers were not always called active
IL1B NFkB pot – enhances IL-1B driven NFkB nuclear translocation | HUVEC IL-1B NFkB p65 nuclear translocation imaging | activation, % at 2 µM | 94,000 tested, 0.3% active;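 active = activation above 40%, about the mean plus 3 SD, also judged a hit on visual image review; inconclusive = activation above 40% but not a hit on visual review; inactive = activation not above 40% and no visual hit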;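 note: percent activation is computed from the nuclear over cytoplasmic p65 intensity ratio; values of inactives mirror those of a sister screen read the other way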
Bcl-B TR3 displacers – displacers of TR3 peptide from Bcl-B, primary screen, selectivity assay for Bfl-1 inhibitor project, biochemical, fluorescence polarization; FP displacement of FITC-TR3 peptide from Bcl-B; higher % means a stronger effect; displacement, % at 20 µM; hits with a dose series show IC50 in µM; 96,000 tested, 0.11% active;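 active = displacement above 50% at 20 µM plus a fluorescence interference ratio under 1.5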;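 note: plate controls were wells without compound for no effect and wells lacking Bcl-B protein for full effect; a part of the inactive calls stands beside numbers as strong as those of hits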
NFkB transloc inh – blocks IL-1B driven NFkB nuclear translocation in HUVEC cells; HUVEC IL-1B NFkB p65 nuclear translocation imaging; 94,000 tested, 0.43% active; inhibition, % at 2 µM;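 active = inhibition above about 30% together with a positive call from visual inspection of the well image, limit read from the data; inconclusive = inhibition above a set limit but visual check negative; inactive = inhibition not above a set limit, visual check negative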;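 note: nuclear over cytoplasmic p65 intensity ratio measured by imaging; 0% = IL-1B stimulated DMSO wells and 100% = unstimulated DMSO wells; values of inactives mirror those of a sister screen read the other way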
MRP reversal – reverses drug resistance mediated by MRP. H69AR cells + 2 uM doxorubicin, CellTiter-Glo, 72 h. differential viability (reversal), % at 10 µM. 85,000 tested, 0.04% active;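 active = viability drop by adding the cancer drug above about 55%, with treated viability meeting a 40% cutoff, limit read from the data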;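 note: viability without doxorubicin minus viability with 2 µM doxorubicin for each compound; larger differential means the compound sensitizes cells more to doxorubicin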
MRP reversal cytotoxicity – second read-out of MRP reversal, no call of its own (marks repeat the call); viability, %; H69AR cells, CellTiter-Glo, 72 h; measured here: cytotoxicity without doxorubicin
MRP reversal with doxorubicin – further read-out of MRP reversal, marked with its call; viability, %; measured here: viability with 2 uM doxorubicin; active compounds read low
NFkB transloc inh cell count 2 µM – recorded beside NFkB transloc inh, whose call it bears; cell count; measured here: cells passing quality filter;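 raw number of nuclei counted in each imaged well without normalization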
IL1B NFkB pot cell count 2 µM – also measured in IL1B NFkB pot; calls as there; cell count; measured here: cells passing quality filter
* hit, by the source's call; u = inconclusive; x = no result given. An excerpt, so the mix of outcomes need not match the whole.

SMILES	NFkB transloc inh cell count 2 µM	MRP reversal cytotoxicity	Bcl-B TR3 displacers	MRP reversal	MRP reversal with doxorubicin	NFkB transloc inh	IL1B NFkB pot	IL1B NFkB pot cell count 2 µM	PLAP inhibition
COc1cc2[nH]cc(C(=O)NCCc3ccccc3)c(=O)c2cc1OC	134	84	x	-2	86	-5	5	134	x
COc1ccccc1NC(=S)NC(=O)C(C)C	96	x	3%	x	x	14	-14	96	-10%
O=C1c2ccccc2-c2nc3ccccc3n21	133	116	x	7	109	-13	13	133	x
Cc1nnc(SCc2cc(=O)n3[nH]cnc3n2)s1	65	90	2%	5	85	-2	2	65	2%
Cc1ccc(-n2c(Cc3cccn3C)nnc2SCC(N)=O)cc1	x	x	-19%	x	x	x	x	x	-8%
CCOc1ccc(C(O)C(CN2CCOCC2)c2ccccc2)cc1 (centres undefined)	157	84	-1%	5	79	-21	21	157	-22%
CCOC(=O)c1cccnc1SCC(=O)N(C)c1ccccc1	96	96	-8%	5	91	3	-3	96	-4%
Oc1ccccc1-c1nc2cnccn2c1Nc1ccc2c(c1)OCCO2	x	80	1%	-1	80	x	x	x	-79%
Cc1cc2n(n1)C(c1cccs1)Nc1ccccc1-2 (centres undefined)	184	110	-25%	10	99	-2	2	184	16%
CC(C)Oc1ccc(C(=O)N(CN2CCCC2=O)c2ccc(F)cc2)cc1	205	95	-5%	13	82	2	-2	205	-20%
Cc1ccc(NC(=O)c2cc(N3C(=O)C4CC=CCC4C3=O)ccc2N2CCCCC2)cc1 (centres undefined)	131	x	-4%	x	x	2	-2	131	-1%
Cc1ccc(OCc2nc(C#N)c(N3CCCC3)o2)cc1	85	108	x	27	81	8	-8	85	x
COc1ccc(C(=O)NNc2ccccc2)cc1OC	123	x	-28%	x	x	-4	4	123	6%
O=C(NC(Cc1c[nH]c2ccccc12)c1nnc2n1CCCCC2)c1ccccc1Cl (centres undefined)	137	98	-12%	6	92	-1	1	137	-17%
COc1ccc(NC(=O)CCc2nc(-c3ccccc3F)no2)cc1	161	89	1%	-5	94	6	-6	161	11%

Some of the entries above in another layout:
Order of values – NFkB transloc inh cell count 2 µM, MRP reversal cytotoxicity, Bcl-B TR3 displacers, MRP reversal, MRP reversal with doxorubicin, NFkB transloc inh, IL1B NFkB pot, IL1B NFkB pot cell count 2 µM, PLAP inhibition
O=C(NC(Cc1c[nH]c2ccccc12)c1nnc2n1CCCCC2)c1ccccc1Cl (centres undefined)
    137, 98, -12%, 6, 92, -1, 1, 137, -17%
COc1ccc(NC(=O)CCc2nc(-c3ccccc3F)no2)cc1
    161, 89, 1%, -5, 94, 6, -6, 161, 11%

Remaining list, next part.
SMILES	NFkB transloc inh cell count 2 µM	MRP reversal cytotoxicity	Bcl-B TR3 displacers	MRP reversal	MRP reversal with doxorubicin	NFkB transloc inh	IL1B NFkB pot	IL1B NFkB pot cell count 2 µM	PLAP inhibition
O=C(NNC(=O)c1ccco1)c1cccc([N+](=O)[O-])c1	126	x	6%	x	x	-3	3	126	10%
O=C(NCc1cccs1)c1cc2c(s1)-c1ccccc1OC2	60	82	2%	1	82	2	-2	60	12%
Cc1cc(C)cc(NS(=O)(=O)c2ccc3[nH]cc(C(=O)NCc4ccco4)c(=O)c3c2)c1	190	69	-1%	-6	75	-24	23	190	9%
Cc1csc(SCCn2c(N3CCCC3)nc3c2c(=O)[nH]c(=O)n3C)n1	122	92	0%	7	85	-4	4	122	9%
CC1=C(C(=O)O)N2C(=O)C(NC(=O)c3ccn(C)n3)C2SC1 (centres undefined)	101	x	-8%	x	x	-21	21	101	5%
N#CC1C(=O)NC(N2CCN(c3ccccc3)CC2)=NC12CCCCC2 (centres undefined)	177	95	-4%	5	90	-9	9	177	5%
Cc1sc(N/N=C/c2cccnc2)nc1-c1ccc(Cl)cc1	110	x	20%	x	x	5	-5	110	-26%
COC(=O)c1sccc1NC(=O)CSc1nnnn1-c1ccccc1C	189	68	5%	9	59	-23	1	70	1%
CCCS(=O)(=O)c1nc(S(=O)(=O)c2ccc(C)cc2)c(NCCCN2CCOCC2)s1	174	89	-5%	3	86	-17	17	174	-43%
CCn1nnc(NC(=O)c2cc3ccccc3o2)n1	127	97	-10%	3	94	-13	13	127	17%
COc1ccc(N(CC(=O)NC2CCCC2)C(=O)c2csnn2)cc1	150	81	x	-10	91	-3	3	150	x
Cc1ccc(C(=O)CC2(O)C(=O)Nc3ccccc32)s1 (centres undefined)	104	93	2%	-13	106	4	-4	104	15%
O=C(Cn1c(-c2ccccc2)noc1=O)Nc1ccc(N2CCCCCC2)cc1	115	97	6%	17	80	-4	4	115	-11%
COc1ccc(-c2cc3ccccc3oc2=O)cc1NC(=O)c1cccnc1	142	x	10%	x	x	-9	-5	158	3%
COc1ccc2cc(CCNC(=O)c3ccc(Br)o3)c(=O)[nH]c2c1	x	80	1%	7	73	x	x	x	6%
Cc1cc(NC(=O)c2cccc(S(=O)(=O)N3CCOCC3)c2)c2ccccc2n1	x	101	-5%	0	100	x	x	x	-49%
CS(=O)(=O)Nc1cccc(C2=NN(S(=O)(=O)c3ccccc3)C(c3cccs3)C2)c1 (centres undefined)	118	x	0%	x	x	3	-3	118	-36%
CC1CCCCN1c1nc2nonc2nc1N1CCCCC1C (centres undefined)	103	81	x	3	78	-4	4	103	x
O=C(CCc1nc2ccccc2[nH]1)Nc1ccccc1	x	96	-4%	9	86	x	x	x	6%
CCOc1ccccc1NC(=O)c1ccccc1-c1nc(-c2ccccc2)no1	111	50	10%	-12	62	4	-4	111	-8%
Cc1nnc(SCC(=O)N2CCN(S(=O)(=O)c3ccc(Cl)cc3)CC2)[nH]c1=O	112	86	-8%	-13	99	-1	1	112	-64%
Cc1cc(C)nc(SCc2nnc(SCC(=O)Nc3cc(C(F)(F)F)ccc3Cl)o2)n1	155	98	-8%	-5	104	-8	7	155	-69%
CCC1CCCCN1c1ccc([N+](=O)[O-])cc1/C=N/NC(=O)Cn1c2ccccc2c(=O)c2ccccc21 (centres undefined)	140	x	-120%	x	x	6	-6	140	-32%
N/C(=N\OC(=O)Nc1ccccc1)c1ncc(C(F)(F)F)cc1Cl	185	69	-24%	-8	77	-21	21	185	3%
CN(c1cccc(NC(=O)Cc2ccccc2)c1)S(C)(=O)=O	83	94	-8%	7	87	6	-6	83	2%
CCOc1ccc(-c2nc(C#N)c(N3CCN(C)CC3)o2)cc1	167	99	-4%	12	88	-16	16	167	-23%
O=C(NCC(=O)N(Cc1cccs1)C(C(=O)NC1CCCC1)c1ccncc1)c1ccco1 (centres undefined)	133	87	13%	7	81	-30	30	133	-89%
CCCCn1nc2cc(C(=O)NCc3ccc(OC(F)(F)F)cc3)ccc2c1OC	116	x	2%	x	x	5	-5	116	4%
CCOC(=O)C1Cc2c([nH]c3ccccc23)C(C)N1 (centres undefined)	170	98	-2%	0	98	12	-12	170	-8%
COc1ccc(CNC(=O)CSc2ncn[nH]2)cc1	x	91	4%	-5	96	u	-42	111	-5%
Nc1cc(C(=O)O)ccc1Nc1ccc(F)c(F)c1	116	100	24%	5	95	-8	8	116	-16%
O=C(c1cccc(COc2ccc(Cl)cc2Cl)c1)N1CCN(c2ccccn2)CC1	121	80	-5%	8	72	-8	8	121	-8%
CCOC(=O)c1ccc(-n2c(C)nc3c(cnn3-c3ccccc3C)c2=O)cc1	41	97	0%	-6	102	-2	2	41	-15%
Cn1c(NCC(O)c2ccccc2)nc2c1c(=O)n(Cc1ccc(Cl)cc1)c(=O)n2C (centres undefined)	148	89	-2%	28	61	-26	26	148	-50%
CCOC(=O)C1CCN(S(=O)(=O)c2ccc(-c3nc4ccccc4s3)s2)CC1	191	56	-80%	-11	67	-7	7	191	0%
Cc1cccc(NC(=O)c2cc3ccccc3o2)c1	134	70	x	-12	82	-30	30	134	x
O=c1c2ccccc2nc(-c2ccco2)n1/N=C/c1ccccc1O	147	82	x	11	71	-17	17	147	x
COCCn1c(SCC(=O)NCc2ccco2)nc2cccnc21	213	90	46%	-4	94	10	-10	213	-32%
O=C(NCCOC(=O)c1ccc(C(=O)OCCNC(=O)c2cccnc2)s1)c1cccnc1	148	91	-7%	4	87	0	0	148	-12%
CCn1c2ccccc2c2cc(NC(=O)c3cccc(OC)c3)ccc21	149	x	1%	x	x	10	-10	149	17%
C=CCn1cc(C(=O)OC)c(=O)c2cc(S(=O)(=O)N3CCC(C)CC3)ccc21	129	99	11%	19	80	10	-10	129	x
Oc1ccc(C=Nc2ccc(N3CCOCC3)cc2)c(O)c1	x	69	-5%	-14	83	x	x	x	-9%
CCOC(=O)CSC1=C(C#N)C(c2sccc2C)C(C(C)=O)=C(C)N1 (centres undefined)	159	46	2%	-21	67	-1	1	159	-28%
CC(C)(C)C1CCc2c(sc3c2C(=O)NC(c2ccco2)N3)C1 (centres undefined)	128	95	x	3	92	2	-2	128	x
CC(NC(=O)c1ccco1)C(c1cccs1)N1CCN(c2ccccc2F)CC1 (centres undefined)	93	89	x	3	86	14	-14	93	x
O=C(NCCCN1CCOCC1)c1ccc(-n2nc(C(F)(F)F)cc2-c2cccs2)cc1	131	x	-18%	x	x	13	-13	131	-58%
CC(C)C(c1nnnn1C(C)(C)C)N1CCOCC1 (centres undefined)	135	69	-2%	-15	85	-6	6	135	-13%
COC(=O)CSc1cnc2ccccc2n1	40	96	-8%	-3	100	13	-13	40	2%
COc1ccc(OC)c(-n2c(=S)[nH]c3cc(C(=O)N4CCC(C(N)=O)CC4)ccc3c2=O)c1	147	x	5%	x	x	-4	4	147	-21%
Cc1nnc(NC(=O)c2cccc(S(=O)(=O)N3CC(c4ccccc4)CC3=O)c2)s1 (centres undefined)	180	87	16%	-1	88	-24	24	180	5%
O=C1NCCCc2c1no[n+]2[O-]	142	89	-2%	0	90	-7	7	142	8%
CN(Cc1ccccc1)C(NC(=O)c1ccccc1)C(Cl)(Cl)Cl (centres undefined)	152	x	-4%	x	x	-2	2	152	28%
O=C(NC1CCCCCC1)C1CCN(S(=O)(=O)N2CCC3(CC2)OCCO3)CC1	160	82	-1%	-3	85	-1	1	160	-5%
CC1(C)CC(=O)C2=C(C1)OC(N)=C(C#N)C2c1ccsc1 (centres undefined)	x	92	4%	15	77	x	x	x	-13%
CC(=O)c1ccc(N2CCCC2)c(F)c1	88	98	-4%	7	91	-24	24	88	27%

Screening data from PubChem.
